# Screening data as filed in PubChem.
# TCR CD3 inh – inhibitors of human TCR-CD3 interaction, primary screen, biochemical, fluorescence, TAMRA-labeled TCR probe; T-cell receptor (TCR); inhibition, % at 9.4 µM; 0.37% of 360,000 active; in the data active = inhibition above about 19%;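 note: recombinant mutant TCR 2C K166C tagged with TAMRA read by polarization; 0% = receptor in buffer alone and 100% = receptor with positive control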
# ABHD4 inh – ABHD4 inhibitors, primary screen, biochemical, fluorescence polarization, mouse; (Lyso)-N-acylphosphatidylethanolamine lipase (Mus musculus), Q8VD66; 0.54% of 370,000 active; inhibition, % at 8.92 µM; purified mABHD4, FP-Rh probe fluorescence polarization;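 active = inhibition exceeding the mean over every tested compound plus 3 SD, cut at about 30% in these data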;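 note: 0% = plate median of compound wells and 100% = S159A mutant with DMSO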
#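 Material: mouse ABHD4 enzyme, wild type; Benchmarks: S159A mutant high control, sample median low control; Buffer or medium: HEPES pH 7.0, NaCl, Pluronic buffer; Signal: fluorescence polarization; Read-out: percent inhibition of probe binding, normalized to plate controls; Timing: pre-incubation 45 min, probe exposure 60 min, at 25 °C; Dosing: 8.92 µM, single dose.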
# NR1D1 modulator – modulators of Rev-erb alpha DNA binding, primary screen, biochemical, FITC-DNA, fluorescence polarization, uHTS. Nuclear receptor subfamily 1 group D member 1 (Homo sapiens), P20393. Rev-erbα–FITC-DNA binding, 90 min. activity, % at 10 µM. 0.79% of 370,000 active;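 active = activity above about 14%, limit read from the data; passing the limit was not always enough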;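 note: 0% = DMSO wells with 35 nM protein and 100% = DMSO wells with 750 nM protein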
# UHRF1 binding – UHRF1 methylated DNA binding inhibitors, primary screen, counter-screen for MBD2 inhibitor project, biochemical, TR-FRET, human UHRF1, single concentration; UHRF1 binding to methylated oligo; E3 ubiquitin-protein ligase UHRF1 (Homo sapiens), Q96T88; 0.75% of 370,000 active; inhibition, % at 4.4 µM; AID 687016, 2013; in the data active = inhibition above about 21%;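 note: UHRF1 SRA domain binding a hemimethylated CpG hairpin DNA probe; 0% = median of test compound wells and 100% = reference inhibitor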
# Target sequence (Q96T88 whole entry, looked up, the tested form may be a part): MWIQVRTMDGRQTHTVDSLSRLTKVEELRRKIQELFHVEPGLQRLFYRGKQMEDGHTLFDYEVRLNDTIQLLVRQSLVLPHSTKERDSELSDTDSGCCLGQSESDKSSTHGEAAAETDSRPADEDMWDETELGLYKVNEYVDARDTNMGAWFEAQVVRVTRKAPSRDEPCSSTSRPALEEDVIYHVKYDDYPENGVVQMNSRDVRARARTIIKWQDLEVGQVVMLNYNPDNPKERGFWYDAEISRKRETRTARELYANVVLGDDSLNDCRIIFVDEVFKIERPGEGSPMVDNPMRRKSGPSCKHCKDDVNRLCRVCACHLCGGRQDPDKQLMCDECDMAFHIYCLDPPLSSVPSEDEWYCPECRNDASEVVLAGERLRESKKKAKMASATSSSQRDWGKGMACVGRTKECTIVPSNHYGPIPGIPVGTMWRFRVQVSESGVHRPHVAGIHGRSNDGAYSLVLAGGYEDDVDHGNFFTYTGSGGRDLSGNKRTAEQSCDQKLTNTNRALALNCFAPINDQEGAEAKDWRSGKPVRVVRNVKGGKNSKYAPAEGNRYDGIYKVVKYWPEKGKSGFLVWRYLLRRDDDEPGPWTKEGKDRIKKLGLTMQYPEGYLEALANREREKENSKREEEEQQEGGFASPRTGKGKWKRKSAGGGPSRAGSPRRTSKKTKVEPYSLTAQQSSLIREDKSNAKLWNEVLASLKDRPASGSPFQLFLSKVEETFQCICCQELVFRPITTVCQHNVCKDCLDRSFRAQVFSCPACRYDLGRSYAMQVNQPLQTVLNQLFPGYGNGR
# rCAG RNA binder – binders of r(CAG) RNA repeats, primary screen, biochemical, fluorescence; r(CAG) RNA repeat, TO-PRO-1 dye displacement fluorescence; AID 651821, 2012; inhibition, % at 3 µM; 1.3% of 370,000 active;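 active = inhibition above the plate cutoff, the mean of all test compounds on that plate plus 3 SD, cut at about 35% in these data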;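 note: 0% = DMSO alone and 100% = 100 µM mitoxantrone as full dye displacement; higher means more dye released from RNA so lower well fluorescence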
# LEDGF integ inh – blockers of LEDGF/p75-dependent integrase strand transfer – biochemical, TR-FRET, high throughput, primary screen. HIV-1 integrase (with human LEDGF/p75). TR-FRET IN-LEDGF/p75 DNA integration, Eu/Cy5. inhibition, % at 3.7 µM. 0.64% of 370,000 active;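 active = inhibition above the screen-wide mean plus 3 SD, cut at about 13% in these data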;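 note: signal is the Cy5 over europium emission ratio at 671 and 618 nm; 0% = plate median of compound wells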
# PRMT1 inh – PRMT1 methyltransferase inhibitors, primary screen, biochemical, fluorescence polarization; 1.3% of 370,000 active; AID 652257, 2013; recombinant PRMT1, activity-based probe fluorescence polarization; Protein arginine N-methyltransferase 1 (Homo sapiens), Q99873; inhibition, % at 2.79 µM;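 active = inhibition above about 21% made by adding two undisclosed values, limit read from the data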
# PG9 Ab binder – binders of HIV-1 gp120 antibody PG9, primary screen, biochemical, TR-FRET; 0.43% of 360,000 active; inhibition, % at 6.7 µM; TR-FRET gp120-PG9 antibody binding; in the data active = inhibition above about 8.5%
# MBD2 inh – inhibitors of MBD2 binding to methylated DNA, primary screen, biochemical, TR-FRET, DNA-binding domain, human | Methyl-CpG-binding domain protein 2 (Homo sapiens), Q9UBB5 | MBD2 binding to methylated oligonucleotide | inhibition, % at 4.4 µM | 0.31% of 370,000 active; in the data active = inhibition above about 13%
# HTRA1 inh – HTRA1 serine protease inhibitors, primary screen, biochemical, fluorescence polarization, HTS | AID 504803, 2011 | Q92743 | recombinant HTRA1, FP-rhodamine activity-based probe | inhibition, % at 5.96 µM | 0.5% of 340,000 active; in the data active = inhibition above about 36%;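 note: 0% = enzyme with DMSO and 100% = wells lacking enzyme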
# Active calls of the source: *; . = not tested or not shown. The list is partial; count on the stated rates, not on these rows.
SMILES,TCR CD3 inh,ABHD4 inh,NR1D1 modulator,UHRF1 binding,rCAG RNA binder,LEDGF integ inh,PRMT1 inh,PG9 Ab binder,MBD2 inh,HTRA1 inh
O=C(CN1CCN(c2nc(-c3ccccc3)cs2)CC1)Nc1ccc(Cl)cc1,.,-10,-3,1,4,0,-1,.,-1,.
Cc1cc(C)c2[nH]c(C(=O)Nc3ccc4c(c3)OCO4)cc2c1,1,12,-6,-1,27,5,-2,-4.1,-5,9
CC(NC(=O)/C(=C\c1cccc([N+](=O)[O-])c1)NC(=O)c1ccco1)C(=O)O (stereo not drawn),8,-5,2,-2,-3,-1,3,0.3,1,2
COc1ccc(CC(=O)NNC(=O)CN(C)S(=O)(=O)c2ccc(Cl)cc2)cc1OC,0,1,5,3,1,2,2,-0.1,-5,1
O=C(c1ccco1)N1CCN(CC(O)Cn2c3ccccc3c3ccccc32)CC1 (stereo not drawn),-7,2,-1,0,-4,0,1,3.3,-4,-3
O=C(CCCN1C(=O)C(c2ccccc2)Oc2cccnc21)NCCc1ccc(Cl)cc1 (stereo not drawn),5,0,-3,0,-4,-1,0,-2.1,1,-11
CC1CCN(c2nc3c(cc2C#N)COC(C)(C)C3)CC1,0,-1,-5,0,-7,0,3,1.5,-1,-7
CN(Cc1ccccn1)C(=O)C1CCC(=O)N(Cc2cccc(C(F)(F)F)c2)C1 (stereo not drawn),3,8,-4,2,-7,-2,5,0.5,6,3
O=c1[nH][nH]cc1C=Nc1cc(Cl)ccc1O,0,19,0,-7,1,-9,1,-3.1,-3,3
COc1ccc(NS(=O)(=O)c2ccc(C)c(NC(=O)c3ccc(C)c(S(=O)(=O)N4CCOCC4)c3)c2)cc1,-2,-40,-5,2,15,0,3,0.2,6,-26
COc1ccccc1OCCCCCc1c(C)n[nH]c1C,3,0,-2,-1,-7,-1,0,-2.5,-1,-2
CC(C)Sc1nc(N2CCOCC2)c2c(c1C#N)CC(C)(C)SC2,7,-1,8,3,0,1,-2,-0.9,3,-5
COc1cccc(C(=O)Nc2cc(-c3cn4cccnc4n3)ccc2C)c1,3,-7,0,-1,4,2,-3,-0.1,2,0
CC1(C)CC(=O)C(C=NCCN2CCN(C(=O)c3ccc(F)cc3)CC2)=C(O)C1,12,2,4,-5,-6,3,0,1.4,-5,-3
c1ccn(CCc2ccncc2)c1,-1,0,4,-1,2,-1,-2,-0.1,-4,3
CC(CC(=O)Nc1ccccc1C(F)(F)F)c1ccccc1 (stereo not drawn),6,-1,2,-1,-4,1,0,-0.8,2,2
O=C(Cn1c(-c2cncs2)nc2ccccc21)NCc1ccccc1,-10,-7,-6,0,-3,0,0,2.4,2,-5
CCOc1ccc(OCC(=O)OC(C)C(=O)NC2CCCC2)cc1 (stereo not drawn),-1,-3,8,-1,-3,0,-3,-1.1,-1,6
CN(C)C1(CNC(=O)C2CCC(=O)N(CCc3ccc(Cl)cc3)C2)CCCCC1 (stereo not drawn),-5,3,-7,0,-8,-3,0,-4.2,4,0
COC(=O)c1c(NC(=O)COC(=O)c2ccc(NC(=O)CC#N)cc2)sc2c1CCCCC2,-6,-26,-3,1,31,-12,5,-0.7,3,-88
O=C(NCCN1CCC(n2c(=O)[nH]c3ccccc32)CC1)c1ccccc1,-7,1,7,-1,-2,0,1,0.0,2,.
CCN(CC(=O)Nc1ccc(NC(C)=O)cc1)C(=O)c1cc(C)on1,0,2,-6,-1,1,2,-3,-2.7,0,-2
COc1ccc(NC(=O)Nc2ccc3c(c2)CCC3)c(OC)c1,-9,3,-5,-2,2,-6,4,0.2,-4,-5
c1ccc2oc(-c3ccc(Nc4nc(N5CCOCC5)nc(N5CCOCC5)n4)cc3)nc2c1,-6,4,10,-1,0,0,-1,-0.9,3,-1
C/C(C=NNC(=O)CSc1nc2ccccc2n1C)=C\c1ccccc1,.,-1,2,-1,3,0,-3,.,-1,.
Cc1nnc(SCC(=O)N(C)C2CCCCC2)n1C,-5,-4,-2,-3,1,-2,1,0.5,-6,9
C[C@@H]1CC[C@H]2C(=O)N3[C@@H](CC[C@@H](C)[C@@H]3c3ccc(Br)cc3)C(=O)N2[C@H]1c1ccc(Br)cc1,1,-4,4,0,28,-3,-2,-0.8,0,-51
O=C1CCC/C1=c1\s/c(=C/c2cccnc2)c(=O)n1-c1ccccc1,-1,-5,4,2,2,1,-1,-5.1,-1,-3
COc1cccc(NC(=O)c2ccc(S(=O)(=O)NCc3cccnc3)cc2)c1,-4,-1,4,0,1,-1,2,-0.9,-2,-3
O=C(CN1C(=O)c2cccnc2Oc2ccc(Cl)cc21)N1CCOCC1,-5,-2,0,3,-1,2,-4,1.1,1,7
NC(=O)[C@@H]1CCCN1C(=O)c1ccc2oc(CCc3ccccc3)nc2c1,6,-2,-4,-3,-5,2,-1,-1.2,1,14
CCOC(=O)c1cnc2ccc(OC)cc2c1Nc1ccc2c(c1)OCCO2,3,0,9,-1,-6,0,-1,0.2,4,-9
Cn1c(CSCc2ccc(F)cc2)nnc1SCC(=O)Nc1nccs1,4,1,1,1,-7,2,-1,1.2,5,2
Cc1ccc(NC(=O)COC(=O)CN2C(=O)c3ccccc3C2=O)cc1S(=O)(=O)N(C)C,-2,3,2,-2,8,1,0,-0.3,-5,5
O=C(CNC(=O)c1ccc(F)cc1)N/N=C/c1ccc(O)c([N+](=O)[O-])c1,2,6,7,-6,1,2,0,-3.1,-9,11
COc1ccc2cc3cc(C(=O)NCc4cccs4)oc3nc2c1,4,0,.,-12,3,1,-1,-2.1,0,-3
O=C(NCc1ccncc1)c1ccc2nc([C@@H]3O[C@H](CO)[C@H](O)[C@H](O)[C@H]3O)[nH]c2c1,-12,-4,-2,0,2,4,-4,-2.1,1,.
Cc1ccc(NC2c3ncccc3C(=O)N2C2CCCCC2)cc1 (stereo not drawn),-6,-4,-6,0,1,-3,2,-0.9,1,-2
O=C(c1cccs1)N1CCN(CCc2ccccc2)CC1,1,9,-1,1,-2,2,-4,0.2,-3,-3
O=C(CSc1nnc2ccc(-c3cccnc3)nn12)Nc1cccc(F)c1,-7,-1,-4,3,5,1,2,0.5,-4,-2
CCC(C)(C)c1ccc(OCC(=O)Nc2ccncc2)cc1,5,-15,3,-1,-6,1,0,-2.1,1,-16
Nc1ncc(Br)cc1N=Cc1ccccc1,1,13,-1,-12,-12,1,14,-1.3,-5,4
O=C(CCCC1=NS(=O)(=O)c2ccccc2N1)Nc1ccccc1,9,3,-3,-1,3,-2,2,1.4,4,5
Cc1ccc2cc(C)c(SCC#N)nc2c1,6,0,8,0,3,-5,0,4.5,2,-10
Cc1csc(=O)n1CCC(=O)OCC(=O)Nc1ccc(N2CCOCC2)cc1,1,2,3,-2,0,1,-1,-0.8,3,6
NC(=O)C1CCCN(C(=S)Nc2cccc3ccccc23)C1 (stereo not drawn),-1,4,1,0,-2,-2,1,-2.5,3,2
Cc1ccc(C(=O)N/C(=C\c2cn(S(=O)(=O)N(C)C)c3ccccc23)C(=O)NCCN2CCOCC2)cc1,6,-6,-4,1,0,-1,-5,-2.1,-1,-10
O=C(COC(=O)c1ccc2ncsc2c1)Nc1ncc(Cl)cc1Cl,1,4,-4,-2,1,4,10,1.3,2,-1
COc1ccc(S(=O)(=O)N2CC(C(=O)O)Oc3ccc(CC(=O)O)cc32)cc1 (stereo not drawn),3,9,7,-2,1,2,-2,1.6,0,9
COc1ccc(C(=O)n2nc(-c3ccco3)nc2N)cc1,8,3,5,-4,-2,0,3,0.8,4,4
CCOC(=O)N1CCN(C(=O)c2cc3cc(C)ccc3[nH]2)CC1,0,-2,0,2,-4,-2,0,-0.8,0,10
O=C(Nc1ccncc1)c1ccc(Cl)c(Cl)c1,5,-8,-1,-2,0,3,28*,1.6,4,-5
COc1ccc(CNC(=O)c2noc3c2CCCC3)cc1,-2,-8,3,5,-2,5,0,-1.1,1,2
CC1(C)CC(=O)c2ccc(OCc3ccc([N+](=O)[O-])cc3)cc2O1,1,1,-1,-1,-2,-3,2,1.2,3,.
O=C(c1ccc(F)cc1F)N(Cc1ccccn1)CC1CCCO1 (stereo not drawn),.,7,-3,-2,1,3,-2,.,-1,.
O=C(CSc1nc(=O)n2cc(Cl)ccc2n1)Nc1cccc2ccccc12,-11,1,11,-1,16,-3,8,0.6,3,-7
CC(C)(C)OC(=O)N/N=C/c1c[nH]c2ccccc12,-9,-19,3,5,0,-10,5,-1.6,6,-5
CCOc1ccc(-c2cccc(NS(=O)(=O)c3cc([N+](=O)[O-])ccc3C)c2)nn1,-6,0,-8,1,38*,-4,7,-0.1,0,-9
CCOc1ccc(NC(=S)NCCN2CCN(Cc3ccccc3)CC2)cc1,4,1,-3,0,-10,-1,-5,-0.8,-3,1
CCc1c(C)sc(NC(=S)N2CCN(S(C)(=O)=O)CC2)c1C(=O)OC,-6,-1,16,0,0,-2,4,7.9,0,3

# (listing goes on)
SMILES,TCR CD3 inh,ABHD4 inh,NR1D1 modulator,UHRF1 binding,rCAG RNA binder,LEDGF integ inh,PRMT1 inh,PG9 Ab binder,MBD2 inh,HTRA1 inh
COC(=O)c1[nH]c2ccc(C)cc2c1NC(=O)CN1CCCC(C)(C)C1,5,-1,15,-2,-1,-2,-2,-0.6,1,-16
COc1ccc2ccn(S(=O)(=O)c3ccccc3)c2c1,-9,-16,2,2,0,1,0,-1.8,-5,-12
CCOC(=O)[C@@]12CN(C(=O)OC(C)(C)C)CC=C1N(Cc1ccc(OC)cc1)C(=O)[C@H]2CC(=O)NCc1ccc(OC)c(OC)c1,.,3,5,-3,1,-3,-3,.,-7,.
C=CCOC(=O)CCCCCCCC,-5,-4,-3,3,0,1,5,-1.7,-3,2
C=CC(=O)OCCOCCOCCOCCOC(=O)C=C,12,2,-4,2,2,1,-3,-1.6,1,0
CNc1ccccc1/C(O)=C(\C#N)C(=O)NCc1cccs1,.,-4,2,-1,1,6,-5,.,-3,.
COc1cccc(C2(O)CCN(C(=O)c3cccs3)CC2)c1,-2,0,-2,1,2,0,5,0.2,0,-2
CC(C)Cc1nnc(NC(=O)CCc2c[nH]c3ccccc23)s1,7,-1,3,25*,-1,-2,6,-0.3,11,-5
